SUMO HTRF inh = blocks human SUMOylation mediated by UBC9 | AID 2006 | hit rate 0.36% among 290,000 | P63279 | HTRF SUMOylation assay, SAE1/SAE2 + UBC9, in vitro | inhibition, % at 35 µM; in the data active = inhibition above about 50%, passing the limit was not always enough; note: strong numbers were not always called active
Target sequence (P63279 whole entry, looked up): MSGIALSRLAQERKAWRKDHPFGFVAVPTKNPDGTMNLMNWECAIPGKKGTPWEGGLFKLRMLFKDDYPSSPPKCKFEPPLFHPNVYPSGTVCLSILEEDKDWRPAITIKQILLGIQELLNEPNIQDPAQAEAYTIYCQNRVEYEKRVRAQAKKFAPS
MEKK2 mut-MEK5 = signal of MEK5 binding to mutant human MEKK2 PB1 domain | hit rate 0.35% among 290,000 | percent response, % at 10 µM | bead flow cytometry, Alexa488-MEK5 binding to MEKK2 mutant; in the data active = percent response above about 24%, passing the limit was not always enough; note: inactives centre near 1; some results filed as inactive read as strong as hits
PfM18AAP inh = blocks P. falciparum M18 aspartyl aminopeptidase | inhibition, % at 7.35 µM | recombinant PfM18AAP, H-Glu-NHMec fluorogenic cleavage | hit rate 1.2% among 290,000;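 active = inhibition above the campaign mean inhibition over all tested compounds plus 3 SD, cut at about 28% in these data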;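 note: 0% = plate median of test compound wells and 100% = 2 mM ZnCl2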
FID counter = displaces DNA intercalator in HCV helicase counter-screen | DNA fluorescent intercalator displacement, fluorescence | hit rate 0.17% among 290,000 | inhibition, % at 7.9 µM; in the data active = inhibition above about 37%;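 note: 0% = vehicle and 100% = reference compound; higher means more ethidium bromide displaced from hairpin DNA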
NALP1 yeast inh = inhibitors of NALP1 inflammasome in yeast; inhibition, % at 10 µM; hit rate 0.61% among 280,000; S. cerevisiae NALP1/ASC/caspase-1 growth, X-gal OD620, 72 h; in the data active = inhibition mostly above about 24%, no sharp cut-off; inactive = mostly below about 32%; note: some compounds called inactive have numbers as strong as hits
HCV NS3 hel inh = HCV NS3 helicase inhibition | hit rate 0.56% among 290,000 | NS3 helicase DNA unwinding, Cy5 molecular beacon fluorescence | inhibition, % at 10.9 µM | AID 1800;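 active = inhibition above the mean of all tested compounds plus 3 SD, set per campaign, cut at about 35% in these data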;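 note: 0% = DMSO wells and 100% = thioflavine S control wells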
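Test system: hepatitis C virus NS3 helicase domain fragment enzyme. Also added: annealed dual-labelled DNA beacon duplex, ATP-started. Timing: 60 min unwinding reaction at 25 °C after ATP addition. Technique: Cy5 fluorescence. Measure: % inhibition of unwinding.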
IMP-1 inhibitor = inhibitors of Pseudomonas aeruginosa IMP-1 metallo-beta-lactamase; purified IMP-1, nitrocefin hydrolysis, epi-absorbance fluorescence; inhibition, % at 5.6 µM; hit rate 0.45% among 290,000; AID 1556;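 active = inhibition above the mean plus 3 SD of all compounds in the same screening run, cut at about 4.5% in these data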;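 note: 0% = IMP-1 with DMSO and 100% = DMSO wells lacking enzyme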
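Assay system: purified recombinant IMP-1 beta-lactamase. Input: IMP-1 0.2 nM before substrate addition. Buffer or medium: Zinc- and detergent-supplemented HEPES buffer, pH 7.1. Schedule: 25 °C, 15 min preincubation, 25 min reaction. Signal: Epi-absorbance fluorescence, 480 nm excitation, 530 nm emission. Evaluation: percent inhibition from optical density relative to buffer-blank wells.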
VIM-2 inh = inhibitors of Pseudomonas aeruginosa VIM-2 metallo-beta-lactamase; purified VIM-2, nitrocefin hydrolysis, epi-absorbance fluorescence; hit rate 0.89% among 290,000; inhibition, % at 5.6 µM;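 active = inhibition above the mean of all tested compounds plus 3 SD, cutoff set per screening run, cut at about 7.5% in these data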;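 note: red hydrolysis product quenches plate fluorescence so inhibitors raise well fluorescence; 0% = enzyme with DMSO and 100% = DMSO without enzyme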
MEKK2wt PB1 HTS = raises or lowers MEK5 binding to wildtype human MEKK2 PB1 domain; Q9Y2U5; bead flow cytometry, Alexa488-MEK5 binding to MEKK2 WT; actives lie on both sides; binding response (% of control), % at 10 µM; hit rate 1.1% among 290,000; in the data active = binding response below about 67% or above about 130%
Active calls of the source: *; . = not tested or not shown. No enrichment for hits. Share with any hit: about 4.7%.

item	molecule	SUMO HTRF inh	MEKK2 mut-MEK5	PfM18AAP inh	FID counter	NALP1 yeast inh
1	CCN1CCN(c2nc3c(C)cccn3c(=O)c2/C=C(\C#N)S(=O)(=O)c2ccc(Cl)cc2)CC1	0	25	-6	3	2
2	Nc1ccc2nc(-c3ccc(Cl)cc3)[nH]c2c1	47	12	.	.	5
3	COc1ccc(CC(=O)NCC(=O)NCc2cc(=O)n(C)c(=O)n2C)cc1	13	0	-4	-8	5
4	CCNC(=O)COC(=O)c1cc(-c2ccccc2)nn1-c1ccccc1	9	-6	3	-14	-7
5	O=C(CSc1nccc(-c2cccs2)n1)Nc1ccccc1	11	8	-2	-11	-3
6	COc1ccc(Cl)cc1C(=O)Nc1nc(C)cc(C)n1	3	0	-12	-2	24
7	O=C(c1ccc2c(c1)OCO2)N(c1ccccc1)C1C=CS(=O)(=O)C1 (stereo not drawn)	13	21	-2	-5	14
8	Cc1ccc(OCC(=O)NCCN2CCCC2)cc1	4	2	0	6	16
9	COc1cccc(C=NCCNC(=O)c2nonc2N)c1O	12	2	-3	-2	10
10	CCOC(=O)C1C(=O)OC2(CCCCC2)C1C(=O)OCC (stereo not drawn)	-4	-3	-5	-3	35

item	HCV NS3 hel inh	IMP-1 inhibitor	VIM-2 inh	MEKK2wt PB1 HTS
1	-4	-1.6	0.6	120
2	.	.	.	114
3	-3	-4.0	-1.0	99
4	-2	-2.3	0.1	92
5	-4	-2.9	-1.7	107
6	19	0.3	2.0	102
7	3	-3.6	-2.2	111
8	-9	-2.8	-3.2	108
9	-1	-3.8	-1.5	103
10	-2	2.6	-1.9	96

Carrying on:
item	molecule	SUMO HTRF inh	MEKK2 mut-MEK5	PfM18AAP inh	FID counter	NALP1 yeast inh
11	COc1ccc(N(C(=O)C2COc3ccccc3O2)C(C(=O)NC2CCCCC2)c2ccccc2)cc1OC (stereo not drawn)	7	1	3	-7	.
12	CNC(=O)CN1C(=O)NC2(CCc3ccccc3C2)C1=O (stereo not drawn)	11	-2	0	11	5
13	Cc1ccc(-c2c[n+](CC(=O)c3ccc(Br)cc3)c3n2CCCCC3)cc1	16	-12	-6	35	10
14	Cc1ccc(OCC(=O)Nc2ccccc2-c2ccccc2)cc1	-2	-2	10	-5	-2
15	CCOC(=O)N1CCN(C(=O)c2cc(Cl)c(Cl)cc2C(=O)O)CC1	-9	2	3	-2	0
16	CC(C)c1ccc(-c2nc3ccccc3s2)cc1	11	4	-7	-2	-5
17	O=C(NCc1ccc2c(c1)OCO2)C1CCC(=O)N1C1CCCC1 (stereo not drawn)	-6	0	3	-1	-5
18	COc1ccc(NC(=O)C(c2ccc(OC)cc2)N(C)C(=O)Cc2cccs2)cc1 (stereo not drawn)	-19	-1	3	-30	28
19	O=C(COc1ccc(F)cc1)N1CCc2ccccc2C1	2	-10	4	-7	17
20	CCn1c(SCC(=O)NC(C)(C)C)nnc1-c1ccncc1	-2	-6	1	1	10

item	HCV NS3 hel inh	IMP-1 inhibitor	VIM-2 inh	MEKK2wt PB1 HTS
11	-7	-3.7	-4.1	100
12	-4	-2.1	-3.8	94
13	-74	-1.7	-1.1	115
14	0	-2.7	-3.1	102
15	-5	-6.1	-1.8	102
16	-3	-1.7	-1.0	-3.0*
17	-1	-2.8	-0.2	103
18	-9	-0.1	-1.2	104
19	5	-3.8	-4.1	92
20	-12	-0.2	-0.4	92

Some of these compounds in order of molar mass, low to high.
item	molecule	SUMO HTRF inh	MEKK2 mut-MEK5	PfM18AAP inh	FID counter	NALP1 yeast inh
15	CCOC(=O)N1CCN(C(=O)c2cc(Cl)c(Cl)cc2C(=O)O)CC1	-9	2	3	-2	0
13	Cc1ccc(-c2c[n+](CC(=O)c3ccc(Br)cc3)c3n2CCCCC3)cc1	16	-12	-6	35	10
1	CCN1CCN(c2nc3c(C)cccn3c(=O)c2/C=C(\C#N)S(=O)(=O)c2ccc(Cl)cc2)CC1	0	25	-6	3	2

item	HCV NS3 hel inh	IMP-1 inhibitor	VIM-2 inh	MEKK2wt PB1 HTS
15	-5	-6.1	-1.8	102
13	-74	-1.7	-1.1	115
1	-4	-1.6	0.6	120

Continuation:
item	molecule	SUMO HTRF inh	MEKK2 mut-MEK5	PfM18AAP inh	FID counter	NALP1 yeast inh
21	CCCCc1c(C)nc2c(OC)cccc2c1SCC(=O)O	12	0	20	-31	8
22	CCOc1ccc(CN2CCNC(=O)C2CC(=O)NCC2CCOCC2)cc1 (stereo not drawn)	7	9	2	-10	-1
23	COCCN(C(=O)CCC(=O)Nc1ccccn1)C(C(=O)NC(C)C)c1ccc(Cl)cc1 (stereo not drawn)	9	0	-3	-29	13
24	CC(=O)NC1C(OCc2ccccc2)OC2COC(C)(C)OC2C1O (stereo not drawn)	3	-9	5	-1	2
25	Cc1ccc(C(=O)N/C(=C/c2ccco2)C(=O)NCc2ccco2)cc1	19	-9	20	-19	22
26	COc1ccccc1N1C(=O)C2C(C(=O)c3ccccc3)=NN(c3ccccc3OC)C2C1=O (stereo not drawn)	-5	-5	-1	-39	.
27	CCOc1cc(C2NC(=O)NC2=O)ccc1O (stereo not drawn)	7	7	35*	-6	10
28	COCc1c(Br)c(C)nc(OCC(=O)O)c1C#N	0	.	2	2	-1
29	O=C1NC(c2ccccc2)(C(F)(F)F)SC2=CCCCCN12 (stereo not drawn)	2	1	10	-4	4
30	COc1ccc(NC(=O)c2cc(Br)c(Br)s2)cn1	16	-4	-7	-2	8

item	HCV NS3 hel inh	IMP-1 inhibitor	VIM-2 inh	MEKK2wt PB1 HTS
21	37*	0.3	2.0	101
22	7	-1.6	-1.9	109
23	-10	-1.1	-1.9	102
24	2	-0.4	0.4	94
25	37*	1.8	-0.6	96
26	32	0.4	-0.7	65
27	0	-5.6	-2.9	102
28	-3	-2.7	1.9	.
29	0	-2.1	1.0	90
30	-8	-2.7	-2.4	99

Following part.
item	molecule	SUMO HTRF inh	MEKK2 mut-MEK5	PfM18AAP inh	FID counter	NALP1 yeast inh
31	COc1ccc(S(=O)(=O)N2CCc3ccccc3C2)cc1	3	-5	4	-9	5
32	Cn1c(=O)c2c(nc(N3CCOCC3)n2CCNC2=NCCC2)n(C)c1=O	.	0	-17	7	.
33	Cc1cc(C)c(NC(=O)CSc2nncn2-c2cccnc2)c(C)c1	5	-11	1	-5	-4
34	CCOC(=O)CNc1c(-c2ccc(O)cc2)nc2ccccn12	32	5	8	-2	-1
35	CCCn1nc(Oc2nc(NCC)nc(NCC)n2)ccc1=O	7	-3	2	-12	-3
36	Cc1cccc(NS(=O)(=O)c2ccc(C(=O)N3CCN(c4ccccc4O)CC3)cc2)c1C	-4	3	10	-46	4
37	Fc1ccc(NCc2nnc(SCc3nnc(-c4ccccc4)o3)n2CC2CCCO2)cc1 (stereo not drawn)	1	6	-3	-25	18
38	O=C1C2C(c3cccc(/C=C/c4ccccc4)c3)CC=CC2C(c2ccc3ccccc3c2)N1Cc1ccccc1 (stereo not drawn)	13	1	.	.	1
39	O=c1c2ccc([N+](=O)[O-])c3cccc(c32)c2nc3ccccc3n12	-13	.	1	-4	16
40	Cn1nc(C(F)(F)F)c(-c2ccc(F)cc2)c1NC(=O)Nc1ccc(F)cc1	9	-2	2	-1	28

item	HCV NS3 hel inh	IMP-1 inhibitor	VIM-2 inh	MEKK2wt PB1 HTS
31	5	-4.6	-1.1	91
32	-7	-0.8	16*	97
33	-5	-2.2	0.3	78
34	-4	-2.7	-0.8	107
35	5	-1.5	-2.3	98
36	-18	0.2	1.1	99
37	-1	-0.5	-1.9	123
38	.	.	.	93
39	13	-3.3	-4.8	.
40	-7	-3.4	-2.1	96

Filtered by structure, the compounds so far with bromine.
item	molecule	SUMO HTRF inh	MEKK2 mut-MEK5	PfM18AAP inh	FID counter	NALP1 yeast inh
13	Cc1ccc(-c2c[n+](CC(=O)c3ccc(Br)cc3)c3n2CCCCC3)cc1	16	-12	-6	35	10
28	COCc1c(Br)c(C)nc(OCC(=O)O)c1C#N	0	.	2	2	-1
30	COc1ccc(NC(=O)c2cc(Br)c(Br)s2)cn1	16	-4	-7	-2	8

item	HCV NS3 hel inh	IMP-1 inhibitor	VIM-2 inh	MEKK2wt PB1 HTS
13	-74	-1.7	-1.1	115
28	-3	-2.7	1.9	.
30	-8	-2.7	-2.4	99

Continued.
item	molecule	SUMO HTRF inh	MEKK2 mut-MEK5	PfM18AAP inh	FID counter	NALP1 yeast inh
41	CC(C)Oc1cccc(C(=O)C2CCCN(Cc3ccc4nonc4c3)C2)c1 (stereo not drawn)	-32	9	3	1	-4
42	COc1ccc(C(CNC(=O)C2CCN(S(=O)(=O)c3ccc(F)cc3)CC2)N(C)C)cc1 (stereo not drawn)	7	10	3	7	35
43	CN(C)CCNC(=O)c1cc2c(s1)-c1ccc(Cl)cc1SC2	44	40*	2	25	16
44	Cc1ccccc1CSCCNC(=S)Nc1ccccc1	1	-8	2	-13	-7
45	CNC(=O)C(=O)Nc1cc2c3c(c1)CCC(=O)N3CCC2	6	3	0	-12	2
46	CCN(CC)CCCNc1nnc(C)c(=O)[nH]1	8	17	3	1	-6
47	CC1=NN(c2ccccc2)C(=O)/C1=C\c1cn(-c2ccccc2)nc1C	7	-1	-2	9	-6
48	O=C(NCCCN1CCCC1=O)c1cc(COc2ccc(F)cc2F)on1	6	1	-3	-16	3
49	CCc1nnc(NC(=O)[C@@H]2CCCN2S(=O)(=O)c2ccc3c(c2)OCCO3)s1	2	-5	-13	-13	7
50	CC(=O)c1ccc(N2CCN(c3ncc(C(F)(F)F)cc3Cl)CC2)cc1	5	3	-2	-7	7

item	HCV NS3 hel inh	IMP-1 inhibitor	VIM-2 inh	MEKK2wt PB1 HTS
41	4	-3.2	-3.6	113
42	-22	-2.2	0.1	116
43	-62	-2.6	-1.1	181*
44	-6	-2.3	-1.4	96
45	3	-1.6	-1.8	105
46	2	-0.9	-6.6	102
47	7	-2.2	-2.3	101
48	3	-1.7	-1.4	102
49	0	-2.2	-1.4	92
50	6	-2.7	-4.5	94

Assay outcomes deposited in PubChem BioAssay by several laboratories.
